12-LOX inh – inhibitors of human 12S-lipoxygenase ALOX12. 580,000 compounds, 1.1% hits. purified 12hLO, xylenol orange hydroperoxide absorbance. Potency, µM (highest dose often 108 µM), for the others: top-dose activity change, negative = inhibition, most hits filed as inhibitors; note: % is set by controls: 0 for no effect and ±100 for the full control effect
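Purified human 12hLO (150 nM final) in 25 mM Hepes, 0.01% Triton X-100, pH 7.0 was preincubated 15 min at room temperature with compound. Then 40 uM arachidonic acid was added, 30 min. Hydroperoxide was read by Fe-XO absorbance ratio 573/405 nm.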
RGS4 inh – inhibitors of human regulator of G protein signaling 4 | P49798 | Transcreener GDP fluorescence polarization, RGS4-accelerated GTP hydrolysis | Potency, µM (highest dose often 114 µM), for inactives: at the highest dose activity change, negative = inhibition, actives largely listed as inhibitors | 390,000 compounds, 0.039% hits | AID 504845; note: % is set by controls: 0 for no effect and ±100 for the full control effect; nearly all actives have a fitted effect of over 75% in size; some results filed as inactive show a strong effect at the top dose
Target sequence (P49798 whole entry, looked up): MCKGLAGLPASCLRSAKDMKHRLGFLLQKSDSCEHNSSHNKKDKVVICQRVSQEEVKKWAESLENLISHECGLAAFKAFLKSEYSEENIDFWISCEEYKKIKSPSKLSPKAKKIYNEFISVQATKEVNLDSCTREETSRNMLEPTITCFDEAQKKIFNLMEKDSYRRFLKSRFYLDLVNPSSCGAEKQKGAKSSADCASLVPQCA
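MLSMR compounds (23 nl, pin-transferred) preincubated 10 min at room temperature with a 500nM (2x) first reagent, then RGS4 at 900nM (2x) plus Transcreener GDP mix added; fluorescence polarization (620/688 nm) read before and after 90 min at 30 °C.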
GLS inh – inhibitors of human glutaminase (GLS) | O94925 | AID 624170 | Potency, µM (titrated, usually from 45.5 µM), for the others: top-dose activity change, negative = inhibition, actives largely listed as inhibitors | 410,000 compounds, 0.21% hits | GLS enzymatic activity, qHTS titration; note: % is set by controls: 0 for no effect and ±100 for the full control effect
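Human kidney-isoform GLS in 45 mM KH2PO4 pH 8.2, 0.02% Tween-20, with compound, started with 1mM L-Glutamine (added stock). Glutamate oxidase/HRP/Amplex red coupled fluorescence read at start and after 30 min at RT.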
HP1b binding inh – inhibitors of HP1-beta chromodomain binding to methylated histone tails. AlphaScreen HP1-beta / biotin-H3K9me3 peptide binding. AID 540317. Potency, µM (highest dose often 114 µM), without a hit: at the top dose activity change, negative = inhibition, hits mostly inhibitors. 390,000 compounds, 0.56% hits. P83916; note: nearly all actives have a fitted effect of over 70% in size; inactives centre near 23
Target sequence (P83916 whole entry, looked up): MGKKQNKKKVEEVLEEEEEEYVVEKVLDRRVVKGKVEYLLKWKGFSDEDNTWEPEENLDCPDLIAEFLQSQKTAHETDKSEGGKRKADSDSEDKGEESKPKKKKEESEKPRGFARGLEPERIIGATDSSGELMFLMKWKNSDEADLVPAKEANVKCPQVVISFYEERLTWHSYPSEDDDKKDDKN
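Compound inhibition of the preformed complex between 50 nM HP1-beta and 50 nM biotinylated H3K9me3 peptide was read by AlphaScreen. Buffer was PBS pH 7.4 with 0.01% Tween-20. Incubations ran 30 min at room temperature, with 10 ug/mL donor/acceptor beads.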
JMJD2A Tudor inh – blocks the human JMJD2A Tudor domain. Potency, µM (titrated, usually from 114 µM), for inactives: at the top dose activity change, negative = inhibition, usual class: inhibitors. AlphaScreen JMJD2A-Tudor / H3K4me3 peptide binding. 390,000 compounds, 4.4% hits. O75164; note: % is set by controls: 0 for no effect and ±100 for the full control effect; nearly all actives have a fitted effect of over 50% in size
Tb PGK inh – T. brucei PGK inhibition. P07378. PGK/GAPDH coupled, Kinase-Glo luminescence, 60 min. Potency, µM (doses to about 57.5 µM), for the others: top-dose activity change, negative = inhibition, most hits filed as inhibitors. 380,000 compounds, 0.043% hits. AID 602233; note: % is set by controls: 0 for no effect and ±100 for the full control effect; nearly all actives have a fitted effect of over 60% in size
Target sequence (P07378 whole entry, looked up): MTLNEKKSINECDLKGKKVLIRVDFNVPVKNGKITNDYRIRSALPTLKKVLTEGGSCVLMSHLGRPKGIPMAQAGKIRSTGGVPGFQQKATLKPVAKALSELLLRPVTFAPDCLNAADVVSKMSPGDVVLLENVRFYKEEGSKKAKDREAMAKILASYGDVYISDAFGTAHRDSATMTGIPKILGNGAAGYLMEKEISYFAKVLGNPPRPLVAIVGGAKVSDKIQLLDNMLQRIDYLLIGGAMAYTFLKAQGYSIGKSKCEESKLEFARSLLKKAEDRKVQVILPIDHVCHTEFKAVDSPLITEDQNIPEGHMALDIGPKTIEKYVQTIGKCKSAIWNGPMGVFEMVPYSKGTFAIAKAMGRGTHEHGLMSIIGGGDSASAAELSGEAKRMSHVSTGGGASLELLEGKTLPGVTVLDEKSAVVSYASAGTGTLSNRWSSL
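Recombinant glycosomal PGK reaction used 1,3-bisphosphoglycerate generated in-well by GAPDH (100nM final) in 100mM TEA pH 7.6, 5mM MgCl2, 0.01% Tween-20. After 60 minutes at room temperature, ATP was read by Kinase-Glo Plus luminescence end-point.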
TrxR1 inh – inhibitors of rat thioredoxin reductase 1; O89049; recombinant rTrxR1, NADPH fluorescence consumption, selenite substrate; Potency, µM (doses to about 114 µM), without a hit: at the highest dose activity change, negative = inhibition, most hits filed as inhibitors; 390,000 compounds, 1% hits; AID 588453; note: % is set by controls: 0 for no effect and ±100 for the full control effect; nearly all actives have a fitted effect of over 65% in size
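Rat TrxR1 (90 nM in the dispensed reagent) was pre-reduced with 400 uM NADPH for 5 min at room temperature, then incubated with compound for 15 min. After 400 uM selenite was added, NADPH fluorescence (Ex 340/Em 450 nm) was followed for 8 min.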
ERG Ets-DNA blk – ERG Ets/DNA interaction inhibition | 370,000 compounds, 0.028% hits | fluorescence polarization, His-ERG Ets domain / labelled DNA | Potency, µM (doses to about 76.9 µM), without a hit: top-dose FP activity, negative = inhibition, usual class: inhibitors | P11308 | AID 624246; active = well fitted inhibition curve with a large enough effect in the polarisation, with a control signal flat; inconclusive = small, poorly fitted or top-dose-only effect, or effect the other way, or a change in a side signal; inactive = no such curve, though single readings can be large or run the other way; the % refers to the polarisation;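 note: polarization taken with two DNA probes labelled with fluorescein and Texas red; % of control where 0% means no effect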
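His-tagged ERG Ets domain (1 uM in the protein solution; 300mM KCl, 50mM Tris-HCl, 1mM EDTA, 1mM DTT, pH 7.5) received compound, then a probe mix of 5 nM fluorescein-DNA and 100nM Texas-615-DNA. Fluorescence polarization was read for both dyes.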
Pin1 inh – inhibitors of human Pin1; 390,000 compounds, 0.009% hits; Pin1 FP peptide displacement, HiFluor488, 10 min; Potency, µM (titrated, usually from 115 µM), for the others: top-dose activity, negative = inhibition, most hits filed as inhibitors; AID 504891; active = well fitted inhibition curve with a large enough effect in the polarisation, with a control signal flat, not every such curve was filed as active; inconclusive = small, poorly fitted or top-dose-only effect, or effect the other way, or a change in a side signal; inactive = no such curve, though single readings can be large or run the other way; the % refers to the polarisation; note: % is set by controls: 0 for no effect and ±100 for the full control effect
Target sequence (Q13526 whole entry, looked up): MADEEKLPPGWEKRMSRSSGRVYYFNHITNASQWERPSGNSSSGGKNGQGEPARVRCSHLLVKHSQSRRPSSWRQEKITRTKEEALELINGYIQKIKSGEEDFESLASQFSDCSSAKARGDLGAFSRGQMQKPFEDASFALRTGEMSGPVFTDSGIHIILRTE
* marks the source's active call; other numbers are inactive results; i = inactive; ? = inconclusive; . = no result given; [ ] = another dose, or the depositor's remark. Unless noted, calls come from the whole dose curve; as a rule, active = well fitted curve in the direction sought with a large enough effect; inconclusive = small, poorly fitted or top-dose-only effect, or another doubt; inactive = no such curve, though single readings can be large; an effect the other way counts as inactive or inconclusive. Potency is the fitted concentration of half-maximal effect.

Structure | 12-LOX inh | RGS4 inh | GLS inh | HP1b binding inh | JMJD2A Tudor inh | Tb PGK inh | TrxR1 inh | ERG Ets-DNA blk | Pin1 inh
CN1CCc2c(sc3c2c(NCc2ccco2)nc2nnnn23)C1 | -14% | 3% | -27% | -2% | -30% | 0% | -23% | 1% | 3%
CCCC(=O)OCCn1c(Br)nc2c1c(=O)[nH]c(=O)n2C | 0% | 28% | 9% | 27% | -8% | -1% | 5% | -3% | 8%
COC(=O)c1sccc1NC(=O)c1ccc(OC)cc1 | 0% | 4% | -2% | 31%[activator] | 8% | -10% | 1% | -5% | 4%
Cc1ccc2nc3c(cc(C(=O)NCc4ccccc4)c(=N)n3CCCn3ccnc3)c(=O)n2c1 | -5% | -21% | -1% | 35% | -28% | -8% | -25% | 11% | ?
CCN(CC)C(=O)C1CCCN(Cc2nc(-c3cnccn3)no2)C1 (stereo unspecified) | -2% | -25% | -9% | 44%[activator] | -11% | 6% | 19% | 2% | -5%
O=C(COC(=O)C(Cc1c[nH]c2ccccc12)NC(=O)c1ccc(Br)cc1)c1ccc(Cl)cc1 (stereo unspecified) | ? | 15% | -9% | -3% | -35% | i | 22%[57.1 µM] | 0% | 10%
Cc1ccccc1Nc1sc(C(=O)Nc2cccc(Cl)c2)c(N)c1C(N)=O | ? | -13% | 5% | 16% | -18% | 2% | 8%[57.1 µM] | -25% | -1%
Cc1cc(Br)ccc1NS(=O)(=O)c1c(C)[nH]c(=O)[nH]c1=O | -9% | -22% | 2% | 25% | -12% | -6% | -6%[57.1 µM] | -6% | -1%
COc1ccc(NC(=O)Cn2nnc(C(=O)NCc3cccs3)c2N)cc1Cl | -4% | 3%[56.9 µM] | 11% | 49%[activator] | -31% | 6% | 18%[57.1 µM] | -3% | 3%
C=C(C)c1cccc(C(C)(C)NC(=O)N2CCN(CC)CC2)c1 | 0% | 5% | -14% | 28% | -6% | -24% | 17% | 8% | -1%
O=C(c1ccc2c(c1)OCO2)N1CCN(c2ccccc2)CC1 | 0% | -20% | 4% | 14% | -12% | i | -18% | -6% | -13%
CCOCCCNC(=O)C1(O)c2ccccc2NC(=O)N1c1ccc(Cl)cc1 (stereo unspecified) | 6% | 7% | -11% | 26% | -14% | -3% | 29% | -4% | -2%
COc1ccc(NC(=O)CSc2nnc(CNC(=O)c3ccco3)o2)c(OC)c1 | 0%[57.4 µM] | 26% | 11% | 21% | -2% | 9% | -5% | -12% | -3%
c1ccc(Nc2cc(Nc3ccccc3)[nH]n2)cc1 | ? | -5% | ? | -26% | ? | -1% | 21% | . | 0%
O=C(Nc1cc(Cl)cc(Cl)c1)c1ccc(F)c(S(=O)(=O)N2CCCCCC2)c1 | 10% | 14% | 6% | 52%[activator] | -13% | i | 15%[57.1 µM] | 2% | 3%
CC(=O)N/C(=C/c1ccc2c(c1)OCO2)C(=O)NCCCO | 0% | -5% | 3% | 23% | -1% | 3% | -14% | -3% | 0%
CCCc1nn(C)c(C(=O)Nc2ccc(C(C)(C)C)cc2)c1Cl | -1% | 28% | -1% | 121%[activator] | 52%[activator] | 5% | -3% | -11% | 2%
O=S(=O)(Nc1ccccc1)c1ccc2c(c1)CCO2 | 42%[activator] | -8% | -3% | 21% | -18% | -6% | 19%[57.1 µM] | -4% | -3%
CN1CCN(C(=O)/C(=C/c2ccc(N(C)C)cc2)NC(=O)c2ccccc2)CC1 | -13% | 10% | 29% | -3% | -14% | -8% | -14% | 23% | ?
COc1ccc(CC(=O)OCC(=O)NCc2ccc3c(c2)OCO3)cc1OC | ? | 3% | -4% | 19% | -5% | 4% | 7%[57.1 µM] | 3% | 2%
CC(=O)c1cccc(Nc2ncnc3c2cnn3-c2cccc(Cl)c2)c1 | -29% | 15% | -4% | 30% | -11% | 7% | 13%[57.1 µM] | 0% | 2%
CC(Cl)C(=O)Nc1cc(C(F)(F)F)ccc1N1CCOCC1 (stereo unspecified) | 1% | -28% | 10% | 51%[activator] | 18% | -11% | 12%[57.1 µM] | 3% | 4%
CCOc1ccccc1CN1C(=O)c2ccccc2C1C(=O)NC1CCCCCC1 (stereo unspecified) | -18% | 18% | 5% | 20% | -8% | i | 28% | 1% | 7%
Cc1nn(C)c(C)c1CNC(=O)Nc1cccc(Cl)c1 | -7% | 0% | -2% | 14% | -2% | 1% | 11%[57.1 µM] | -4% | -11%
CCOC(=O)c1ccc(NC(=O)NC2CCN(CC(=O)NCc3ccc4c(c3)OCO4)CC2)cc1 | -8% | -19% | -12% | 4% | -14% | -3% | 10% | -3% | 3%
COCCNC(=O)c1ccc(CS(=O)(=O)c2ccc(OC)cc2)o1 | 1% | 9% | -8% | 37% | -4% | -6% | -5%[57.1 µM] | -2% | -5%
COC(=O)Nc1nn(-c2ccc(C)cc2)c(=O)c(C#N)c1C | -6% | 54% | -3% | 36% | -8% | 7% | 7% | 5% | -2%
CCCOc1ccc(N2C(=O)CC(S/C(N)=N/N=C(\C)c3cccs3)C2=O)cc1 (stereo unspecified) | 22% | 4% | 0% | 20% | -21% | . | -3% | . | -5%
Cc1ccc(-c2nn(-c3cccc(F)c3)cc2CN(Cc2nccn2C)C(C)C)o1 | ? | ? | ? | ? | ? | 3% | -62% | -10%[15.4 µM] | 7%
CC(NC(=O)CN1C(=O)NC(C)(c2cccc3ccccc23)C1=O)c1ccccc1 (stereo unspecified) | -2% | -14% | -11% | 13% | -8% | -1% | 20%[57.1 µM] | 2% | -7%
CCN(CC)CCN(CC(=O)N(C1CCCCC1)C1CCCCC1)C(=O)c1ccco1 | ? | 21% | -9% | ? | 1.6µM* | -9% | 2%[57.1 µM] | -3% | 3%
NC(=O)NC(Cc1ccccc1)C(=O)N1CCN(S(=O)(=O)c2ccc(Cl)cc2)CC1 (stereo unspecified) | 3% | -12% | -10% | 21% | -16% | i | 5% | 1% | -6%
O=C(CSc1ccc2ccccc2n1)NCCC1=CCCCC1 | 6% | -21% | 5% | 117%[activator] | 15% | 1% | 15%[0.0914 µM] | -9% | 0%
CCc1cccc(CC)c1NC(=O)c1cc(CN2C(=O)c3ccccc3C2=O)ccc1OC | -14% | 10% | 4% | 6% | -23% | -1% | -1% | -4% | 6%
CCOc1ccc(N(C)S(=O)(=O)c2ccc3c(c2)CCCN3C(C)=O)cc1 | 0% | -7% | 3% | 29%[57 µM] | -11% | -2% | 21%[57.1 µM] | -1% | 0%
CCNC(=O)C12CCC(C)(c3nc4cc(C)c(C)cc4nc31)C2(C)C (stereo unspecified) | 0% | -3% | -8% | 22% | -5% | 2% | 13%[57.1 µM] | 7% | -6%
COc1ccc(NC(C)=O)cc1CNC(=O)COc1ccccc1C(=O)Nc1cccc(C)c1C | 0% | 8% | 0% | 23% | -16% | -2% | 14% | 6% | 0%
Nc1ccc(SCc2nc3cccc4c3n2CCC4)cc1 | -4% | -9% | 18% | 27% | -10% | -4% | 14%[57.1 µM] | -2% | 5%
CC1=C(C(=O)NCc2cccc(F)c2)C2(CCCCCC2)OC1=O | -19% | 17% | -9% | 4% | -13% | -1% | -1% | 1% | -1%
Cc1cc(Br)c(NC(=O)c2ccccc2[N+](=O)[O-])cc1C | -1% | -7% | -5% | 49%[activator] | 1% | -4% | 17% | 0% | -7%
COCCN(C(=O)CNC(=O)c1ccco1)C(C(=O)NC1CCCC1)c1cccs1 (stereo unspecified) | 4% | -31% | 1% | 64%[activator] | -13% | 0% | -15% | -5% | -2%
COc1ccc(-c2noc(CSCC(=O)Nc3cccc(C(F)(F)F)c3)n2)cc1OC | -24% | 8% | 3% | 0% | -14% | -9% | -8% | 0% | -3%
CCc1cccc(OCC(O)Cn2c(N3CCCCC3)nc3c2c(=O)[nH]c(=O)n3C)c1 (stereo unspecified) | 29% | 7% | -1% | 30% | -8% | -5% | 9% | -1% | 0%
C[C@@H](O)C1NC(=O)[C@H](CCCCN)NC(=O)c2cc([N+](=O)[O-])cc(I)c2OCC[C@@H](C(N)=O)NC1=O (stereo partly specified) | ? | 1% | 13% | -9% | 56µM* | -12% | 13%[57.1 µM] | -14% | -5%
Cc1nn(Cc2ccc(F)cc2)c(C)c1NC(=O)CCCn1nc([N+](=O)[O-])cc1C | 0% | 5% | 1% | 35% | -16% | -7% | 30% | 10% | -6%
COc1cc2ncnc(Nc3ccc4c(c3)OCO4)c2cc1OC | 18% | 17% | 3% | 32% | -1% | -5% | 0% | -1% | 0%
CC(=O)c1ccc(N2CCN(C(=S)Nc3cc(C)ccc3C)CC2)cc1 | 4% | -6% | 6% | 17% | 6% | -16% | -9% | 2% | 1%
CCOC(=O)c1ccc(Oc2nc(NC(C)(C)C)nc(N(C)C)n2)cc1 | -8% | -16% | 6% | 35% | -1% | 6% | -6% | -5% | ?

Assay outcomes deposited in PubChem BioAssay by National Center for Advancing Translational Sciences (NCATS).

This is a subset; the hit share may differ from the screen's.
